Screening results deposited in PubChem BioAssay by several laboratories.
WT yeast gro inh – growth inhibition of WT strain, primary screen, mitochondrial fusion inhibitor project, WT and mutant strains, chemical genetic. inhibition, % at 10 µM. mitochondrial fusion phenotypic screen. 2.1% of 190,000 active; in the data active = inhibition above about 58%; tested in S. cerevisiae
XIAP antagonists – XIAP antagonists, biochemical, IAP family, fluorescence polarization (AID 1018); one-dose displacement, % at 20 µM; IC50 in µM for titrated hits; XIAP BIR domain, fluorescence polarization peptide displacement; higher % means a stronger effect; E3 ubiquitin-protein ligase XIAP (Homo sapiens); 0.007% of 200,000 active; in the data active = displacement above about 50%; note: a part of the inactive calls stands beside numbers as strong as those of hits
bCat nuc transl – modulators of beta-catenin nuclear translocation, primary screen, imaging, HeLa cells, immunofluorescence, high-content; nuclear translocation activity, % at 5 µM; 0.3% of 190,000 active; AID 1665, 2009;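 active = nuclear translocation activity above 50% at 5 µM, with a well cell count of 50 or more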;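 note: per-cell ratio of nuclear to cytoplasmic median beta-catenin stain intensity; plate controls were DMSO negative control for no effect and GSK-3 inhibitor IX positive control for full effect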
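test system = HeLa cells, endogenous beta-catenin | dosing = single 5 µM dose plus 0.02–20 µM confirmation series | times = compound treatment 24 h, 37°C, 5% CO2 | technique = beta-catenin immunofluorescence imaging with DAPI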
Ins promoter up – insulin promoter activators in MIN6 cells, imaging, high-content screening, mouse beta cells | 0.3% of 190,000 active | MIN6 insulin promoter-GFP reporter; active compounds read high | z-score at 5 µM;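 active = z-score above 3 at 5 µM with at least 500 cells counted in the well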
ER stress rescue – rescue of cells from ER stress-induced death, primary screen, 384-well, CSM14.1, thapsigargin, ATP luminescence (AID 1222) | CSM14.1 thapsigargin-induced death rescue, ATP luminescence; higher % means a stronger effect | one-dose cellular ATP content (survival), % at 20 µM; EC50 in µM for titrated hits | 190,000 tested, under 10 active;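 active = EC50 below 50 µM in the dose-response confirmation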;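 note: death triggered by thapsigargin at about 15 µM added after 2 h compound pretreatment; cell ATP read after overnight thapsigargin exposure of roughly 18 to 22 hours; normalized against plate controls of thapsigargin alone and 5% DMSO vehicle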
MT stabilizer – microtubule stabilizers in HeLa cells, primary screen, imaging, high-content imaging; HeLa tubulin immunostaining HCS, 24 h; share of cells brighter than vehicle mean+2SD; % tubulin-high responders, % at 10 µM; 0.83% of 200,000 active;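 active = plate Z-score above 3 for both tubulin-high and condensed-nucleus cell shares, with cell loss under 80%, at 10 µM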;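 note: anti alpha tubulin signal scored within the nucleus-defined area of each cell; some results filed as inactive read as strong as hits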
Autophagy HCS – autophagy modulators in MEF cells, primary screen, imaging, high-content, MEF GFP-LC3 | 0.98% of 190,000 active | MEF GFP-LC3 puncta imaging; test concentration mostly 10 µM | calls only at 10 µM (by protocol);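 active = percentage of spot-positive cells more than 3 SD above its plate mean, without a fluorescence outlier flag or 80% toxicity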;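 note: spot-positive cell cutoff set from DMSO-treated cells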
Hep lipid drop – inhibitors of hepatocyte lipid droplet formation, primary screen, imaging, high-throughput imaging, BODIPY stain; inhibition, % at 6.5 µM; AML12 mouse hepatocytes, oleate lipid droplets; 0.4% of 240,000 active; AID 1656, 2009;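 active = lipid droplet intensity inhibited by at least 50%, with more than 500 cells counted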
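material = mouse AML12 hepatocyte cell line, fixed after treatment | also added = 100 µM oleic acid challenge | doses = compound at 6.5 µM only | schedule = overnight exposure | technique = Image-based BODIPY and DAPI two-channel analysis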
Dynein cargo inh – inhibitors of GR-EGFP nuclear translocation, primary screen, dynein cargo transport inhibitor project, imaging, high-content, 3617.4 mouse cells; test concentration mostly 20 µM; stimulated with dexamethasone, 1 µM; active compounds read low; z-score, hits read low; 0.47% of 220,000 active; AID 1381, 2008;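 active = plate z-score of nuclear minus cytoplasmic receptor signal below a set negative limit, without overly bright fluorescence or cell loss, cut at about -3.5 in these data, passing the limit was not always enough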;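 note: z-score of nuclear minus cytoplasmic ring GR-EGFP intensity difference per well; some compounds called inactive have numbers as strong as hits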
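Buffer or medium – tet-free medium with charcoal-stripped serum · Signal – automated 10x imaging of fixed Hoechst-stained cells · Also added – dexamethasone agonist, 1.0 µM final, for 30 min · Incubation – induction 48 h, compound 1 h, agonist 30 min · Read-out – GR-EGFP nuclear translocation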
WT yeast gro inh mutant strain – second read-out of WT yeast gro inh, no call of its own (marks repeat the call); inhibition, %; mitochondrial fusion phenotypic screen, mutant strain inhibition
Dynein cargo inh cytoplasmic EGFP – second read-out of Dynein cargo inh, no call of its own (marks repeat the call); z-score; measured here: cytoplasmic GR-EGFP intensity; active compounds read high
Dynein cargo inh nuclear GR-EGFP – second read-out of Dynein cargo inh, no call of its own (marks repeat the call); z-score; measured here: nuclear GR-EGFP intensity;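 lower value marks the stronger effect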
Dynein cargo inh cell count – second read-out of Dynein cargo inh, no call of its own (marks repeat the call); z-score; measured here: cell count per field
Ins promoter up cell count – second read-out of Ins promoter up, no call of its own (marks repeat the call); cell count; measured here: cytotoxicity, nuclei count;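 total cells summed across four imaged fields per well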
Hep lipid drop cells 6.5 µM – also measured in Hep lipid drop; calls as there; cell count; measured here: cell count, cytotoxicity flag;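 cells counted across two imaged fields per well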
bCat nuc transl cell count 5 µM – further read-out of bCat nuc transl, marked with its call; cell count; measured here: cell count, cytotoxicity flag
MT stabilizer Hoechst-high % – recorded beside MT stabilizer, whose call it bears; % Hoechst-high responders; measured here: nuclear condensation Hoechst responders;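 share of cells brighter than vehicle mean plus two SD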
MT stabilizer cytotoxicity % – also measured in MT stabilizer; calls as there; toxicity, %; measured here: cytotoxicity by cell density;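 0% = mean cell density of plate MIN control wells and 100% = no cells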
Autophagy HCS cell loss 18 h – recorded beside Autophagy HCS, whose call it bears; toxicity, %; measured here: cell loss, nuclei count;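 cell loss after 18 h compound exposure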
The depositor's hits bear a star; i = inactive; . = not tested or not shown; + = active, no number.

mol	WT yeast gro inh	WT yeast gro inh mutant strain	XIAP antagonists	bCat nuc transl	bCat nuc transl cell count 5 µM	Ins promoter up	Ins promoter up cell count	ER stress rescue	MT stabilizer	MT stabilizer Hoechst-high %	MT stabilizer cytotoxicity %	Autophagy HCS	Autophagy HCS cell loss 18 h	Hep lipid drop	Hep lipid drop cells 6.5 µM	Dynein cargo inh	Dynein cargo inh cytoplasmic EGFP	Dynein cargo inh nuclear GR-EGFP	Dynein cargo inh cell count
CCOC(=O)c1cc(CC)sc1/N=C/C1C(=O)NC(=S)NC1=O	2	12	-3.0%	2.2	1093	.	.	0.4%	1.3	1.2	2.1	i	-1	22	745	-0.1	-0.11	0.012	0.38
CN(C)c1ccc(C(=O)N/N=C/C23CC[C@@H](O)CC2(O)CC[C@@H]2[C@@H]3CCC3(C)C(C4=CC(=O)OC4)CCC23O)cc1 (stereo partly specified)	.	.	.	8.4	886	0.1	1119	.	.	.	.	.	.	-4	742	-0.71	0.067	0.084	1.1
CCn1c(C(=O)N2CCC(C(=O)N3CCC4(CC3)OCCO4)CC2)cc2sccc21	6	29	-1.3%	1.1	745	-1.9	1374	-0.2%	1.8	2.8	11	i	11	.	.	1.1	-0.16	0.64	-0.9
CCCCn1c(C)c(C(=O)OCC)c2c(CN3CCOCC3)c(O)ccc21	10	1	-1.6%	1.8	1221	0.03	1010	-2.7%	1.7	1.3	8.5	i	-9	-8	720	-0.88	-0.14	-0.49	0.94
CCCOC(=O)COc1cc(C)cc2oc(=O)c3c(c12)CCC3	5	-1	-2.7%	-7.5	1026	0.04	1211	-0.3%	1.7	1.8	9.6	i	-1	.	.	-0.52	-0.21	-0.22	0.53
COc1cc(CN2C(=O)NC(=O)C3(Cc4cc(C)ccc4N(C)C3)C2=O)cc(OC)c1 (stereo unspecified)	-9	-3	-2.8%	-4.3	1213	-0.6	1351	-0.8%	4.5	2.8	8.0	i	-1	-4	735	-0.1	-0.23	0.18	0.51
O=C1NC(=O)N(c2cccc(Br)c2)C(=O)/C1=C/c1ccsc1	-7	-15	-4.2%	-0.1	1109	0.82	1271	-1.1%	4.4	3.1	11	i	-5	-2	726	-0.27	-0.27	0.03	-0.52
Cn1cnc([N+](=O)[O-])c1Sc1ccc([N+](=O)[O-])cc1	-5	-15	-2.1%	0.1	1426	-0.19	1360	-1.2%	1.6	3.3	8.0	i	6	-4	603	-1.9	0.18	-1.3	-0.13

Looked up above:
Under Ins promoter up cell count, `CCCOC(=O)COc1cc(C)cc2oc(=O)c3c(c12)CCC3` reads 1211
Under MT stabilizer, `Cn1cnc([N+](=O)[O-])c1Sc1ccc([N+](=O)[O-])cc1` reads 1.6

Continued.
mol	WT yeast gro inh	WT yeast gro inh mutant strain	XIAP antagonists	bCat nuc transl	bCat nuc transl cell count 5 µM	Ins promoter up	Ins promoter up cell count	ER stress rescue	MT stabilizer	MT stabilizer Hoechst-high %	MT stabilizer cytotoxicity %	Autophagy HCS	Autophagy HCS cell loss 18 h	Hep lipid drop	Hep lipid drop cells 6.5 µM	Dynein cargo inh	Dynein cargo inh cytoplasmic EGFP	Dynein cargo inh nuclear GR-EGFP	Dynein cargo inh cell count
Cc1ccsc1C(=O)C1CCCN(Cc2cnc(N(C)C)s2)C1 (stereo unspecified)	-4	0	-2.4%	1.0	1536	0.08	1449	1.2%	1.8	2.1	2.7	i	0	-3	622	-0.55	-0.3	-0.23	1.1
Nc1ccc2nonc2c1[N+](=O)[O-]	-17	3	-3.9%	-2.0	1064	0.68	1142	1.3%	4.1	1.8	7.7	i	-3	-9	692	0.67	-0.34	0.83	-0.31
CN1CCCCC1c1ccc(-c2cccnc2)nc1 (stereo unspecified)	8	-10	-2.3%	-1.3	1124	0.72	1366	-1.5%	3.2	1.6	12	i	-1	-5	711	-0.24	-0.23	0.0016	0.13
CCOC(=O)CNC(=O)CSP(=S)(OCC)OCC	2	-71	-3.4%	.	.	-0.26	964	-0.4%	2.0	1.6	8.1	i	-5	2	755	-0.69	-0.2	-0.1	0.71
CCc1ccc(-n2c(O)c(C(C)=O)c(=O)[nH]c2=O)cc1 (tested in a mixture with another compound)	.	.	.	-0.3	1292	-0.03	1105	.	.	.	.	.	.	70*	719*	0.55	-0.2	0.29	-0.47
CCOC(=O)C1=C(C)OC(N)=C(C(=O)OC)C12C(=O)Nc1ccc(Br)cc12 (stereo unspecified)	-13	0	-1.3%	-1.7	1346	0.08	1484	-1.0%	2.4	4.6	8.0	i	12	.	.	-0.26	-0.17	0.11	1.1
CCN1CCC2(CC1)NC(CO)(CO)CO2	10	6	-3.7%	-0.8	1334	-0.21	1541	0.9%	1.6	0.8	3.0	i	-4	.	.	-0.77	-0.22	-0.17	0.94
O=C1c2ccccc2C(=O)N1Cc1nc2ccccc2c(=O)n1-c1ccccn1	4	8	-5.0%	.	.	-0.52	1089	0.8%	1.7	1.0	3.9	i	-1	-2	770	-0.81	-0.21	-0.34	-0.42
CCC1C2Cn3c(nc4ccccc43)C1N(C)O2 (stereo unspecified)	.	.	.	0.3	1156	-0.52	1040	.	.	.	.	.	.	22	763	-0.072	-0.76	-0.027	-0.27
O=c1[nH]c(=O)n(C2CCCCCC2)c(O)c1C=NCc1cccnc1	.	.	.	0.2	1306	0.06	987	.	.	.	.	.	.	6	757	0.07	-0.26	0.61	0.16
CCOc1cc(C=C2C(=O)NC(=O)NC2=O)cc([N+](=O)[O-])c1O	2	-1	-8.3%	0.4	1491	-0.03	1381	-1.1%	4.0	2.3	9.2	i	7	0	681	-0.87	-0.04	-0.83	1.1
CCCCn1c(O)c(C=Nc2c(C)n(C)n(-c3ccccc3)c2=O)c(=O)[nH]c1=O	3	3	-3.9%	-3.8	851	0.05	1136	-0.8%	5.3	3.3	10	i	20	.	.	0.33	-0.2	0.22	-0.52
CC(C)C(=O)Nc1ccc(N2CCN(C)CC2)c(F)c1	3	2	-4.7%	0.0	1445	0.25	1495	-0.6%	4.7	1.7	10.0	i	1	-1	685	-0.43	-0.37	-0.26	1.5
O=C(c1ccccc1)C1CCCN(Cc2nc(-c3cnccn3)no2)C1 (stereo unspecified)	-11	4	-3.0%	-0.7	1465	-0.19	1419	1.3%	3.9	1.0	6.8	+	.	2	716	-0.1	-0.29	-0.32	0.18
CC(=O)Nc1ccc(OC(=O)c2ccccc2N)cc1	16	-1	-5.2%	0.1	1129	0.56	1078	.	3.0	1.4	4.9	i	3	-18	552	-0.77	-0.27	-0.18	0.43
Cc1cc(C=C2C(=O)N(C)C(=S)N(C)C2=O)c(C)n1-c1cccnc1	-6	-2	-3.8%	-0.6	546	0.39	1332	-0.4%	1.4	1.9	6.2	i	20	-38	721	0.18	-0.26	-0.19	0.28
O=C(Cc1ccccc1)N1CCN(CC2CC3C=CC2C3)CC1 (stereo unspecified)	-20	17	-6.2%	-1.1	1151	.	.	-1.9%	2.8	2.3	19	i	-4	8	731	0.63	-0.28	0.58	0.34
O=C(C(=O)N1CCC2(CC1)OCCO2)c1c[nH]c2ccccc12	-2	19	-5.6%	-1.8	1077	0.42	1164	2.1%	2.5	1.9	8.5	i	5	-10	735	-0.44	-0.32	-0.47	-0.14
CCOC(=O)c1ccc(N2C(=O)CC(N3CCC(C#N)(c4ccccc4)CC3)C2=O)cc1 (stereo unspecified)	4	9	-3.4%	.	.	-0.51	1141	-2.1%	2.9	2.8	7.1	i	27	5	716	1	-0.26	0.32	0.41
O=C(c1cccn2c(=O)c3ccccc3nc12)N1CCC2(CC1)OCCO2	2	18	-4.9%	-2.6	888	1	1254	-1.9%	3.3	1.6	1.8	i	0	.	.	0.41	-0.19	0.33	-1
CN(C)C(=O)Oc1ccc(Cl)c2ccccc12	1	-6	-5.7%	-3.5	1170	3	1089	0.7%	2.5	1.6	29	i	6	0	792	-0.19	-0.29	0.18	-0.22
CCNc1ccc(P(=S)(N(C)C)N(C)C)cc1	-7	-12	2.9%	.	.	0.06	1233	.	15	28	96	i	-1	-4	625	0.2	0.47	0.38	1.1
COc1ccccc1N1CCN(Cc2c(F)cccc2Cl)CC1	-11	-3	-5.9%	.	.	0.5	980	-1.4%	1.9	1.7	8.3	i	-2	0	789	-0.47	-0.21	0.052	0.38
O=P(NS(=O)(=O)c1ccc(Cl)cc1)(Oc1ccccc1)Oc1ccccc1	-2	-9	-1.3%	-2.6	1180	0.45	1170	-0.4%	2.6	2.5	4.8	i	-3	4	735	0.2	-0.25	-0.037	0.6
Cc1ccc(-n2c(O)c(/C=C/C=Nc3ccccc3)c(=O)[nH]c2=O)cc1	-3	12	-4.9%	1.9	496	-0.09	1331	-1.8%	5.3	1.4	2.9	i	3	28	626	-0.046	0.35	0.29	0.35

Not all compounds are listed; count on the stated rates, not on these rows.
